Source: PubChem
Hep lipid drop: inhibitors of hepatocyte lipid droplet formation, primary screen, imaging, high-throughput imaging, BODIPY stain; AML12 mouse hepatocytes, oleate lipid droplets; inhibition, % at 6.5 µM; actives 0.4% (n = 240,000);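 active means lipid droplet intensity inhibited by at least 50%, with more than 500 cells counted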
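Assay system: AML12 hepatocytes (mouse) / Also added: 100 µM oleic acid challenge / Times: overnight treatment with compound plus oleate / Detection: high-content imaging of BODIPY-stained droplets and DAPI nuclei / Evaluation: % inhibition of lipid droplet signal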
XIAP displacement: XIAP antagonists, biochemical, IAP family, fluorescence polarization (AID 1018) | XIAP BIR domain, fluorescence polarization peptide displacement; higher % means a stronger effect | displacement, % at 20 µM, or IC50 in µM where a hit was titrated | actives 0.007% (n = 200,000); in the data active means displacement above about 50%; further: a part of the inactive calls stands beside numbers as strong as those of hits
b-catenin transl: modulators of beta-catenin nuclear translocation, primary screen, imaging, HeLa cells, immunofluorescence, high-content | actives 0.3% (n = 190,000) | nuclear translocation activity, % at 5 µM | AID 1665, 2009;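 active means nuclear translocation activity above 50% at 5 µM, with a well cell count of 50 or more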;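 further: per-cell ratio of nuclear to cytoplasmic median beta-catenin stain intensity; plate controls were DMSO negative control for no effect and GSK-3 inhibitor IX positive control for full effect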
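assay system = human HeLa cells, endogenous beta-catenin | times = compound treatment 24 h, 37°C, 5% CO2 | detection = Anti-beta-catenin immunofluorescence on PFA-fixed, Triton-permeabilized cells, DAPI nuclei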
Dynein transport: inhibitors of GR-EGFP nuclear translocation, primary screen, dynein cargo transport inhibitor project, imaging, high-content, 3617.4 mouse cells; z-score, hits read low; test concentration mostly 20 µM; stimulated with dexamethasone, 1 µM; hits give low values; actives 0.47% (n = 220,000); AID 1381, 2008;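 active means plate z-score of nuclear minus cytoplasmic receptor signal below a set negative limit, without overly bright fluorescence or cell loss, cut at about -3.5 in these data, passing the limit was not always enough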;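 further: z-score of nuclear minus cytoplasmic ring GR-EGFP intensity difference per well; some compounds called inactive have numbers as strong as hits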
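Buffer or medium: tet-free medium with charcoal-stripped serum / Also added: dexamethasone agonist, 1.0 µM final, for 30 min / Timing: induction 48 h, compound 1 h, agonist 30 min / Measured by: high-content fluorescence imaging after fixation / Read-out: nuclear-to-cytoplasmic GR-EGFP distribution per well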
Insulin prom up: insulin promoter activators in MIN6 cells, imaging, high-content screening, mouse beta cells; MIN6 insulin promoter-GFP reporter; hits give high values; z-score at 5 µM; actives 0.3% (n = 190,000); AID 1625, 2009;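 active means z-score above 3 at 5 µM with at least 500 cells counted in the well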
Autophagy HCS: autophagy modulators in MEF cells, primary screen, imaging, high-content, MEF GFP-LC3. MEF GFP-LC3 puncta imaging; test concentration mostly 10 µM. calls only at 10 µM (by protocol). actives 0.98% (n = 190,000). AID 463193, 2010;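 active means percentage of spot-positive cells more than 3 SD above its plate mean, without a fluorescence outlier flag or 80% toxicity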;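 further: spot-positive cell cutoff set from DMSO-treated cells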
ER stress rescue: rescue of cells from ER stress-induced death, primary screen, 384-well, CSM14.1, thapsigargin, ATP luminescence (AID 1222). CSM14.1 thapsigargin-induced death rescue, ATP luminescence; higher % means a stronger effect. cellular ATP content (survival), % at 20 µM, or EC50 in µM where a hit was titrated. 190,000 tested, under 10 active;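 active means EC50 below 50 µM in the dose-response confirmation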;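 further: death triggered by thapsigargin at about 15 µM added after 2 h compound pretreatment; cell ATP read after overnight thapsigargin exposure of roughly 18 to 22 hours; normalized against plate controls of thapsigargin alone and 5% DMSO vehicle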
WT yeast gro inh: growth inhibition of WT strain, primary screen, mitochondrial fusion inhibitor project, WT and mutant strains, chemical genetic | mitochondrial fusion phenotypic screen | inhibition, % at 10 µM | actives 2.1% (n = 190,000); in the data active means inhibition above about 58%; tested in S. cerevisiae
MT stabilizer: microtubule stabilizers in HeLa cells, primary screen, imaging, high-content imaging; HeLa tubulin immunostaining HCS, 24 h; share of cells brighter than vehicle mean+2SD; % tubulin-high responders, % at 10 µM; actives 0.83% (n = 200,000);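 active means plate Z-score above 3 for both tubulin-high and condensed-nucleus cell shares, with cell loss under 80%, at 10 µM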;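 further: anti alpha tubulin signal scored within the nucleus-defined area of each cell; some results filed as inactive read as strong as hits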
WT yeast gro inh mutant strain: also measured in WT yeast gro inh; calls as there; inhibition, %; mitochondrial fusion phenotypic screen, mutant strain inhibition
Dynein transport cytoplasmic EGFP: also measured in Dynein transport; calls as there; z-score; measured here: cytoplasmic GR-EGFP intensity; hits give high values
Dynein transport nuclear GR-EGFP: further read-out of Dynein transport, marked with its call; z-score; measured here: nuclear GR-EGFP intensity;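 lower value marks the stronger effect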
Dynein transport cell count: also measured in Dynein transport; calls as there; z-score; measured here: cell count per field
Insulin prom up cell count: recorded beside Insulin prom up, whose call it bears; cell count; measured here: cytotoxicity, nuclei count;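 total cells summed across four imaged fields per well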
Hep lipid drop cells 6.5 µM: second read-out of Hep lipid drop, no call of its own (marks repeat the call); cell count; measured here: cell count, cytotoxicity flag;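 cells counted across two imaged fields per well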
b-catenin transl cell count 5 µM: recorded beside b-catenin transl, whose call it bears; cell count; measured here: cell count, cytotoxicity flag
MT stabilizer Hoechst-high %: also measured in MT stabilizer; calls as there; % Hoechst-high responders; measured here: nuclear condensation Hoechst responders;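 share of cells brighter than vehicle mean plus two SD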
MT stabilizer cytotoxicity %: second read-out of MT stabilizer, no call of its own (marks repeat the call); toxicity, %; measured here: cytotoxicity by cell density;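 0% = mean cell density of plate MIN control wells and 100% = no cells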
Autophagy HCS cell loss 18 h: also measured in Autophagy HCS; calls as there; toxicity, %; measured here: cell loss, nuclei count;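 cell loss after 18 h compound exposure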
An asterisk follows results filed as active; i = inactive; / = not tested or not shown; + = active, no number. Rows were taken by chance. About 4% of those tested had a hit in this group.

SMILES	Hep lipid drop	Hep lipid drop cells 6.5 µM	XIAP displacement	b-catenin transl	b-catenin transl cell count 5 µM	Dynein transport	Dynein transport cytoplasmic EGFP	Dynein transport nuclear GR-EGFP	Dynein transport cell count	Insulin prom up	Insulin prom up cell count	Autophagy HCS	Autophagy HCS cell loss 18 h	ER stress rescue	WT yeast gro inh	WT yeast gro inh mutant strain	MT stabilizer	MT stabilizer Hoechst-high %	MT stabilizer cytotoxicity %
COc1ccc(C(=O)NCCCc2nc3ccccc3n2Cc2ccccc2C)cc1OC	-29.5	692	-14.9%	-3.0	569	0.0585	-0.172	1.03	0.291	-0.56	1093	+	-7.6*	-0.7%	-12.7	-14.1	3.2	2.7	6.7
COC(=O)c1cc(-c2ccccc2)sc1N	-2.0	745	0.0%	-1.9	1254	0.00933	0.327	0.38	-0.481	/	/	i	8.2	-4.9%	3.1	-1.4	1.0	0.9	7.0
O=C(CCCOc1ccc(Cl)cc1Cl)Nc1ccccn1	-4.4	688	1.8%	0.1	1525	-0.312	-0.229	0.26	0.099	-0.12	1415	i	-23.3	1.2%	0.6	-0.4	2.4	2.6	6.0
O=C(CS(=O)(=O)Cc1ccccc1)Nc1ccc(S(=O)(=O)N2CCOCC2)cc1	9.1	642	-1.7%	0.3	1073	0.276	-0.23	0.261	-0.379	-0.21	1468	i	0.7	3.9%	-2.7	10.5	3.1	2.6	0.1
O=c1/c(=C/c2ccco2)sc2n1CN(c1ccccc1)CN=2	14.5	790	-3.3%	-3.1	1192	0.325	0.0477	0.0641	0.233	-0.62	991	i	-6.5	-1.8%	8.6	11.4	1.4	1.5	6.4
O=C(Nc1ccc(Cl)cc1C(F)(F)F)c1ccccc1Cl	-14.1	667	-4.9%	1.0	1083	0.22	-0.207	-0.00732	-0.0798	1.44	1632	i	5.8	-1.3%	-13.3	13.5	3.7	2.4	4.3
O=C(NCc1ccncc1)C(=O)N/N=C/c1cccnc1	0.3	700	-6.5%	1.2	1064	1.97	0.033	1.92	-2.28	-0.12	1470	i	3.1	-1.2%	19.6	6.4	1.1	0.6	1.8
CC[n+]1c(C)sc2sc3ccccc3c21	-1.0	781	/	0.1	1267	-0.232	-0.223	0.409	-0.401	-0.53	908	/	/	/	/	/	/	/	/
Nc1ccc(O)c2c1C(=O)c1ccccc1C2=O	28.1	738	-4.7%	-4.0	394	-0.833	-0.332	0.25	1.85	/	/	i	13.1	-2.9%	51.0	45.5	9.6	3.6	7.8
CCOc1ccc2c(=O)c(Oc3ccccc3)c(C)oc2c1	/	/	-1.4%	/	/	0.105	-0.122	-0.0798	0.127	/	/	i	2.3	-0.5%	8.4	0.4	1.5	1.0	2.6
CC1CCCN(S(=O)(=O)c2ccc(N(C(=O)c3cnccn3)C(C(=O)NC3CCCCC3)c3cccs3)cc2)C1 (stereo not drawn)	-9.1	516	-6.3%	-1.0	1105	1.06	-0.251	0.729	-0.46	-0.4	1514	i	4.8	-3.2%	-11.3	17.8	3.1	1.7	10.7
COCCN(C(=O)C1CC1)c1nnc(-c2cccc(C)c2)s1	/	/	-3.0%	-2.4	1145	0.112	-0.293	-0.0428	0.257	/	/	i	12.1	-0.5%	13.8	28.3	5.3	2.9	7.8
CCOC(=O)Cc1csc(SCC(=O)Nc2cccc(C#N)c2)n1	/	/	-5.6%	-0.4	764	-0.514	-0.233	-0.264	1.12	/	/	i	1.8	-0.1%	15.5	-9.3	1.1	1.5	4.9
O=C(CCS(=O)(=O)c1cccc2nonc12)N1CCCc2ccccc21	0.4	770	-9.5%	0.3	1002	3.25	-0.139	2.81	-1.26	1.08	802	i	-37.9	-3.3%	1.5	-6.8	2.6	2.0	4.5
Cn1c(Cc2ccccc2)nnc1SCC(=O)Nc1ccccc1N1CCOCC1	-4.9	678	-9.0%	-0.6	1053	-0.874	-0.209	-0.325	0.213	/	/	i	0.4	-2.0%	14.9	0.1	1.8	3.0	21.8
COc1ccccc1-c1nnc(NC(=O)C(C)SC2=NCCS2)s1 (stereo not drawn)	/	/	-5.2%	/	/	-0.142	-0.234	0.13	0.523	-0.61	1099	i	-3.1	-0.8%	-4.0	-3.5	2.3	3.9	11.9
COCCn1c(SC(C(=O)Nc2cc(C)ccc2OC)c2ccccc2)nnc1-c1ccc(Cl)cc1 (stereo not drawn)	31.4	640	-7.0%	-7.3	509	-0.566	-0.311	-0.471	0.566	-0.66	1222	i	-10.4	-7.0%	5.0	3.3	2.7	5.0	8.4
Cc1cccc(NC(=O)COc2ccc(Br)cc2C)n1	1.6	717	-9.3%	-4.3	1124	2.86	-0.197	0.679	-0.952	2.65	1148	i	-7.7	-2.4%	2.8	1.8	3.3	1.4	2.8
CCCOc1ccc(NC(=O)C2CC(=O)N(C)C(=Nc3cccc(OC)c3)S2)cc1 (stereo not drawn)	-3.1	657	-0.8%	0.6	1016	-0.707	-0.279	-0.108	1.19	0.64	1537	i	-17.8	1.0%	-13.3	-9.8	2.3	0.7	8.4
O=C1CSC(=S)N1Cc1cccnc1	-5.5	785	-53.0%	3.0	1100	-4.65*	0.837*	-2.23*	0.504*	-0.69	813	i	20.8	-5.9%	6.1	1.5	7.2	5.3	1.3
COc1ccccc1C(=O)Nc1ccc(S(=O)(=O)N2CCCC2)cc1	9.0	768	-1.3%	-0.8	898	0.59	-0.231	0.39	-0.497	0.78	1246	i	-3.9	-2.4%	-14.7	-13.0	3.1	1.8	7.7
CC1CN(C(=O)C2CCCN2S(=O)(=O)c2ccc(Cl)cc2)CC(C)O1 (stereo not drawn)	1.7	705	-6.8%	2.7	1146	-0.766	-0.234	-0.165	1.15	0.84	1267	i	18.0	-4.4%	8.3	19.7	2.6	2.8	5.1
COc1ccccc1C(c1nnnn1Cc1ccco1)N1CCN(c2cccc(C)c2C)CC1 (stereo not drawn)	-5.7	733	-0.7%	5.1	536	-0.57	-0.211	-0.272	0.254	/	/	i	-5.1	-1.5%	28.4	-0.9	4.8	3.1	2.7
COc1ccc(S(=O)(=O)N2CCCCCC2)cc1C(=O)OC(C)C(N)=O (stereo not drawn)	0.4	622	/	-0.8	1436	-0.241	-0.815	-0.342	0.0256	0.02	974	/	/	/	/	/	/	/	/
CCn1c2ccccc2c2cc(NC(=O)COC(=O)c3cccc(S(=O)(=O)NC)c3)ccc21	-22.0	458	-2.6%	2.7	951	0.454	-0.276	-0.208	0.34	0.79	1215	i	-0.8	-2.5%	-22.6	7.9	4.2	2.7	5.7
Cc1ccccc1OCc1nnc(SCC(=O)N2CCc3ccccc32)n1C	-0.6	757	-2.4%	3.5	480	-0.227	-0.201	-0.319	-1.09	/	/	i	28.4	-2.1%	-12.2	-8.6	3.9	1.5	4.5
O=C(Nc1ccccc1)N(CCN1CCOCC1)Cc1ccccc1F	6.0	711	-9.6%	/	/	0.988	-0.259	0.516	0.162	0.25	1327	i	-2.5	-3.5%	-0.3	7.1	3.1	2.2	5.8
COC(=O)CC1(C(=O)OC)Oc2ccc(Br)cc2C(=O)N1c1cccc(Cl)c1Cl (stereo not drawn)	-4.1	709	/	-2.0	1141	-0.00198	-0.207	-0.0135	-0.472	-0.32	1401	/	/	/	/	/	/	/	/
OC(CNCc1ccccc1)Cn1ccc2ccccc21 (stereo not drawn)	3.1	666	-7.2%	-5.9	548	-0.865	-0.326	-0.928	0.657	-0.64	1356	i	0.9	-4.1%	11.1	9.2	4.9	1.8	9.4
CC(C)(C)c1cc(C(=O)O)c(CN2CCCCC2)o1	/	/	-3.2%	0.4	1354	0.99	-0.173	0.463	-0.883	-0.09	1697	i	1.2	-0.8%	-0.6	-0.5	1.5	2.1	12.2
COc1ccc(Cn2c(=S)[nH]c3ccsc3c2=O)cc1	26.5	614	-4.6%	-1.1	545	-0.362	0.0571	-0.365	0.523	-0.09	1358	i	2.0	-1.9%	-1.2	-2.3	1.4	5.0	6.4

3 neighbouring entries from above:
SMILES	Hep lipid drop	Hep lipid drop cells 6.5 µM	XIAP displacement	b-catenin transl	b-catenin transl cell count 5 µM	Dynein transport	Dynein transport cytoplasmic EGFP	Dynein transport nuclear GR-EGFP	Dynein transport cell count	Insulin prom up	Insulin prom up cell count	Autophagy HCS	Autophagy HCS cell loss 18 h	ER stress rescue	WT yeast gro inh	WT yeast gro inh mutant strain	MT stabilizer	MT stabilizer Hoechst-high %	MT stabilizer cytotoxicity %
OC(CNCc1ccccc1)Cn1ccc2ccccc21 (stereo not drawn)	3.1	666	-7.2%	-5.9	548	-0.865	-0.326	-0.928	0.657	-0.64	1356	i	0.9	-4.1%	11.1	9.2	4.9	1.8	9.4
CC(C)(C)c1cc(C(=O)O)c(CN2CCCCC2)o1	/	/	-3.2%	0.4	1354	0.99	-0.173	0.463	-0.883	-0.09	1697	i	1.2	-0.8%	-0.6	-0.5	1.5	2.1	12.2
COc1ccc(Cn2c(=S)[nH]c3ccsc3c2=O)cc1	26.5	614	-4.6%	-1.1	545	-0.362	0.0571	-0.365	0.523	-0.09	1358	i	2.0	-1.9%	-1.2	-2.3	1.4	5.0	6.4
